Compound activity as filed in PubChem.
M5 PAM – human M5 muscarinic receptor positive allosteric modulators, primary screen, CHO-K1 cells, Fluo-8 calcium fluorescence. CHO-K1 hM5, ACh EC20 PAM; 0% = ACh EC20, 100% = ACh EC100. activation, % at 3 µM. hit rate 0.3% among 360,000. AID 624038, 2012;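 active means activation above the run cutoff, the mean activation of all test compounds plus 3 SD, cut at about 18% in these data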
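system = human M5 receptor in CHO-K1 cells | reagent = EC20 acetylcholine as agonist stimulus | compound dosing = single-point, 3 µM nominal | incubation = Fluo-8 loading 80 min at 37 °C plus 30 min room temperature | detection = Fluo-8 calcium dye fluorescence, kinetic read | benchmarks = low control EC20 acetylcholine (0%), high control EC100 acetylcholine (100%)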
CHRM1 PAM – human M1 muscarinic receptor positive allosteric modulators, primary screen, CHO-K1 cells, Fluo-8 calcium fluorescence, 1536-well | activation, % at 3 µM | CHO-K1 hM1, ACh EC20; 0% = ACh EC20, 100% = maximal ACh | AID 588819, 2011 | Muscarinic acetylcholine receptor M1 (Homo sapiens), P11229 | hit rate 0.088% among 360,000; in the data active means activation above about 19%, passing the limit was not always enough
CHRM4 antagonist – human M4 muscarinic receptor antagonists, primary screen, CHO cells, Fluo-8 calcium fluorescence. Muscarinic acetylcholine receptor M4 (Homo sapiens), P08173. CHO-hM4 cells, ACh EC80. inhibition, % at 3 µM. hit rate 0.73% among 360,000. AID 624125, 2012;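 active means inhibition above its plate's cutoff, the mean inhibition of sample wells plus 3 SD, cut at about 27% in these data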;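 further: 0% = acetylcholine EC80 with DMSO and 100% = DMSO without agonist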
Target sequence (P08173 whole entry, looked up): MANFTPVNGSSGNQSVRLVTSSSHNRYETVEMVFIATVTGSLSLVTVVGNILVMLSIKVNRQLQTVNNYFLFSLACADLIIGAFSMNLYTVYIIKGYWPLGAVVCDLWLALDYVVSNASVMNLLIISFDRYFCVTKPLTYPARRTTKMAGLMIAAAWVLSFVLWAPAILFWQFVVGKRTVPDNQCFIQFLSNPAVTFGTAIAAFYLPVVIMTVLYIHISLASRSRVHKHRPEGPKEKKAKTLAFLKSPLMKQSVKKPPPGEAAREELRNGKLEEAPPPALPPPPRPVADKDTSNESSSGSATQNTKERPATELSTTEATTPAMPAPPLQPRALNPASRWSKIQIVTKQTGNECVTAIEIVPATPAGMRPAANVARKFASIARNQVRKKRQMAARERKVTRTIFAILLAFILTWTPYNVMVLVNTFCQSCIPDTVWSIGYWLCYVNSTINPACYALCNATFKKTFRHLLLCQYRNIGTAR
CHRM4 agonist – human M4 muscarinic receptor agonists, primary screen, CHO-K1 cells, Fluo-8 calcium fluorescence; Muscarinic acetylcholine receptor M4 (Homo sapiens), P08173; CHO-K1 hM4/Gqi5; vehicle 0%, full acetylcholine response 100%; activation, % at 3 µM; hit rate 0.14% among 360,000;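 active means activation above the run mean over all test wells plus 3 SD, cut at about 32% in these data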;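 further: peak over basal fluorescence ratio per well then scaled between controls; 0% = DMSO wells and 100% = acetylcholine at EC100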
TAAR1 agonist – human TAAR1 agonists, primary screen, Fluo-8 calcium fluorescence, CHO RD-HGA16 cells. activation, % at 3 µM. vehicle wells 0%, saturating PEA agonist 100%. hit rate 0.99% among 360,000. Trace amine-associated receptor 1 (Homo sapiens), Q96RJ0. AID 624467, 2012;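 active means activation above the mean activation of all test compounds in the run plus 3 SD, cut at about 38% in these data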
Target sequence (Q96RJ0 whole entry, looked up): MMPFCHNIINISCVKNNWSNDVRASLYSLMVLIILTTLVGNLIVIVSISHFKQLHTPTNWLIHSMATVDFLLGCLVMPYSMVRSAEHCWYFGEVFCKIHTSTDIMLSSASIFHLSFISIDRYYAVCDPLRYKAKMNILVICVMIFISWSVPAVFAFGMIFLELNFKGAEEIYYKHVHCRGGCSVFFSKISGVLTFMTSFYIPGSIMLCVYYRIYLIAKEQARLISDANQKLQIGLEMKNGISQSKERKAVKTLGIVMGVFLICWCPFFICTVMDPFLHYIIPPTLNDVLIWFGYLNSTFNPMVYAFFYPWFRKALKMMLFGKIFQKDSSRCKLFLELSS
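Test system: RD-HGA16 (CHO) cells co-expressing Gα16 and hTAAR1 / Benchmarks: DMSO vehicle as 0%, PEA at EC100 as 100% / Repeats: no replicates (n 1) / Measure: % activation from peak over basal fluorescence ratio, DMSO-to-PEA scaled / Timing: 17-24 h plating, Fluo-8 75 min 37 °C, 30 min RT / Technique: kinetic Fluo-8 calcium fluorescence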
M5 ag – human M5 muscarinic receptor agonists, primary screen, CHO-K1 cells, Fluo-8 calcium fluorescence; activation, % at 3 µM; hit rate 0.19% among 360,000; CHO-K1 hM5 cells; 0% DMSO wells, 100% maximal acetylcholine response; Muscarinic acetylcholine receptor M5 (Homo sapiens), P08912; AID 624037, 2012;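 active means activation above the run's mean over test compounds plus 3 SD, cut at about 23% in these data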;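 further: signal is peak over basal fluorescence ratio across the kinetic read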
M1 antag – human M1 muscarinic receptor antagonists, primary screen, CHO-K1 cells, Fluo-8 calcium fluorescence, 1536-well | Muscarinic acetylcholine receptor M1 (Homo sapiens), P11229 | CHO-K1 hM1, ACh EC80 antagonist | inhibition, % at 3 µM | hit rate 1.3% among 360,000 | AID 588852, 2011;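 active means percent inhibition above its own plate's cutoff, namely the mean of that plate's compound wells plus 3 SD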;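 further: peak over basal fluorescence ratio during 140 s after agonist addition; 0% = ACh EC80 plus DMSO and 100% = DMSO alone without agonist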
M1 ag – human M1 muscarinic receptor agonists, primary screen, Fluo-8 calcium fluorescence, CHO-K1 cells, HTS; CHO-K1 hM1, agonist mode; 0% DMSO, 100% acetylcholine EC100; activation, % at 3 µM; hit rate 0.33% among 360,000;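 active means activation above the run's mean compound activation plus 3 SD, cut at about 16% in these data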;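 further: peak over basal fluorescence ratio within a 140 s kinetic read after compound addition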
CHRM5 antagonist – human M5 muscarinic receptor antagonists, primary screen, CHO cells, Fluo-8 calcium fluorescence; Muscarinic acetylcholine receptor M5 (Homo sapiens), P08912; hit rate 0.59% among 360,000; AID 624040, 2012; inhibition, % at 3 µM; CHO-hM5 cells, ACh EC80;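 active means inhibition above a per-plate cutoff, the mean of that plate's test compounds plus 3 SD, cut at about 27% in these data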;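 further: 0% = acetylcholine EC80 with DMSO and 100% = DMSO without agonist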
The depositor's hits bear a star; / = no result given.

M1 antag	TAAR1 agonist	M1 ag	CHRM1 PAM	M5 ag	CHRM4 agonist	M5 PAM	CHRM5 antagonist	CHRM4 antagonist	Molecule
0	2	-2	-1	-1	1	-7	-6	0	COc1ccc(NC2CCCN(C(=O)c3cc4ncccn4n3)C2)cc1 (centres undefined)
14	23	-5	-5	-4	1	-4	14	6	CCc1ccc(NC(=O)CNC(=O)[C@@H]2Cc3ccccc3CN2)cc1
-10	-3	-8	9	-5	0	9	-3	6	CCCCN(C(=O)CCC(=O)Nc1cc(C)on1)C(C(=O)NC1CCCC1)c1ccc(OC)cc1 (centres undefined)
-4	4	-2	5	0	1	6	-10	-6	COc1ccccc1NC(=O)c1sc2nc(N3CCOCC3)c3c(c2c1N)CCCC3
-4	2	-6	-1	-5	0	1	1	7	O=c1c2cc(N3CCOCC3)ccc2[nH]c(=S)n1CCCN1CCCCC1
13	22	-5	-5	2	-2	0	0	0	O=C(CSc1ncn[nH]1)N1CCN(c2nnc(-c3ccccc3)c3ccccc23)CC1
-4	4	-5	4	-2	0	0	-9	-4	Cc1cccc2cc(CN(CC3CCCO3)C(c3nnnn3Cc3ccco3)C(C)C)c(=O)[nH]c12 (centres undefined)
-18	6	1	6	-1	0	-4	1	-6	COCC(C)NC(=O)C1c2ccccc2Oc2ccccc21 (centres undefined)
6	1	-7	9	-4	2	-4	0	-9	COc1cc(C(=O)Nc2cccc(C)c2C)c(Br)c(OC)c1OC
10	20	-1	-4	-1	0	-6	5	5	Cc1cc(=O)n(CCc2ccccc2)c(O)c1C#N
-15	-2	-4	11	0	1	5	3	1	O=C(COc1ccccc1Cl)NNC(=O)c1ccc2c(=O)n3c(nc2c1)CCC3
21	2	-4	-8	-2	1	12	6	-17	O=C(CN(Cc1ccccc1)C(=O)c1cccc([N+](=O)[O-])c1)Nc1c(Cl)cc(Cl)cc1Cl
-3	4	-9	1	-2	3	1	3	-7	COc1ccc(OCCN2CCC(C(=O)NC(c3ccc(Cl)cc3)c3cccnc3)CC2)cc1 (centres undefined)
-7	0	-8	5	-3	1	-5	18	-2	Cc1nc2ccc(S(=O)(=O)N(C)CC(=O)NC(C)c3ccccc3)cc2s1 (centres undefined)
-23	1	1	30*	1	2	-4	5	-9	Cc1ccnc2nc(C(=O)OCC(=O)NC3CCCC(C)C3C)nn12 (centres undefined)

Next section
M1 antag	TAAR1 agonist	M1 ag	CHRM1 PAM	M5 ag	CHRM4 agonist	M5 PAM	CHRM5 antagonist	CHRM4 antagonist	Molecule
-13	1	-3	15	2	1	2	5	6	Cc1nn(C)c(NC(=O)c2ccc([N+](=O)[O-])cc2)c1Cl
-10	1	-4	5	0	2	-4	-3	-1	Cc1c(OCC(=O)N(C)C)ccc2c(-c3ccccc3)cc(=O)oc12
3	1	-5	0	-9	1	6	-6	-2	Cc1cccc(/C=C2/Sc3ccc(C(=O)NCCN4CCCC4)cc3NC2=O)c1
-5	14	-3	6	0	1	7	15	-2	COC(=O)C1=C(C)N(CCCC(=O)O)C(=O)NC1c1cc2c(cc1[N+](=O)[O-])OCO2 (centres undefined)
1	-1	-4	2	1	0	-3	1	7	O=C(Nc1ccccc1)c1n[nH]c(Cn2cncn2)n1
-6	3	-5	12	-5	0	1	6	5	Clc1ccc2nc(CSc3nnc4ccccn34)cn2c1
5	10	1	13	0	1	11	1	0	CC(=O)/C(=C/c1ccccc1)C(=O)Nc1ccccc1C
-12	4	-5	8	-3	3	0	1	-19	CCCNC(=O)CCn1nc(-c2ccc(C)cc2)c2ccccc2c1=O
6	1	0	-3	-4	3	5	-5	-5	CCc1ccc(NS(=O)(=O)c2cc3c4c(c2)CCN4C(=O)CC3)cc1
-12	0	-6	11	-2	1	-5	8	-1	CCOC(=O)c1cc(C(=O)n2cc(Cl)cn2)nn1C
-14	0	-6	1	0	0	-2	6	5	C#CCOC(=O)c1csc2nnsc12
/	1	/	/	1	-1	-8	6	3	COc1ncc(-c2ccc(N3C(c4ccsc4)=Cc4ccc(F)cc4C3CC(C)=O)cc2)cn1 (centres undefined)
1	1	-5	-4	-1	0	0	-2	4	Cc1nn(C)c(C)c1/C=C(\C#N)C(N)=O
-7	1	-5	7	1	0	0	-2	-7	Cc1cc(O)ccc1N/C=C1\CCCC1=O
-18	0	-1	21	-4	1	12	-8	-8	CC(=O)O[C@]1(C(C)=O)CC[C@H]2[C@@H]3C=CC4=CC(=O)C=C[C@]4(C)[C@H]3CC[C@@]21C

Other entries follow.
M1 antag	TAAR1 agonist	M1 ag	CHRM1 PAM	M5 ag	CHRM4 agonist	M5 PAM	CHRM5 antagonist	CHRM4 antagonist	Molecule
-4	4	-4	4	7	7	-5	1	5	Cc1cc(COC(=O)C2N3C(=O)[C@@H](NC(=O)COc4ccccc4)[C@H]3SC2(C)C)on1 (some centres undefined)
11	1	-4	-1	-1	3	-8	12	-8	COc1ccc(OC(=O)CN2C(=O)C3C4CCC(C4)C3C2=O)cc1 (centres undefined)
-2	0	-3	2	-2	1	7	-3	5	Cc1ccc(S(=O)(=O)N2C(=O)CCC2C(=O)O/N=C(\N)c2ccc([N+](=O)[O-])cc2)cc1 (centres undefined)
0	3	-2	2	-1	7	-13	7	9	Cc1ccc(CS(=O)Cc2ccc(C(=O)N3CCN(c4ccccc4)CC3)o2)cc1 (centres undefined)
12	1	-11	-12	0	7	-8	2	-9	CCN(CC)c1ccc(NC(=O)CCc2nnc3ccc(N4CCCC4)nn23)c(C)c1
-5	8	-5	5	0	2	2	-7	-1	c1ccc(OCc2nn3c(-c4cccnc4)nnc3s2)cc1
-10	/	-4	5	-5	0	0	3	6	Cc1ccc(C(=O)C2=C(O)C(=O)N(Cc3cccnc3)C2c2ccc(Cl)c(Cl)c2)o1 (centres undefined)
-4	0	-1	7	1	4	0	4	-2	Cc1ncc([N+](=O)[O-])n1Cc1ccccc1F
-10	9	-7	9	-5	1	-1	3	-2	CCN1CCN(CC(O)COc2ccc3c(c2)CCC3)CC1 (centres undefined)
-23	5	-1	7	-3	1	-5	2	-2	COCCN(CCOC)S(=O)(=O)c1ccc(OC)cc1
6	46*	-9	-6	-4	3	-8	-8	-7	CC1CN(C(NC(=O)c2ccccc2)C(Cl)(Cl)Cl)CC(C)O1 (centres undefined)
-11	1	-4	8	3	3	-2	8	-3	CCN(CC)C(=O)c1ccc(S(=O)(=O)c2ccccc2)cc1
-9	-1	3	15	-3	1	-1	-4	-3	O=C(Nc1ccc(Br)cc1F)c1ccc2nsnc2c1
-6	6	1	15	5	2	5	-2	4	CCn1c(O)c(/C=N/n2cnnc2)sc1=S
0	14	-1	3	0	0	-3	1	2	CCOC(=O)C(C)c1c(C)[nH]c(=S)[nH]c1=O (centres undefined)

3 structures out of the list, ordered by SMILES length, high to low.
M1 antag	TAAR1 agonist	M1 ag	CHRM1 PAM	M5 ag	CHRM4 agonist	M5 PAM	CHRM5 antagonist	CHRM4 antagonist	Molecule
-2	0	-3	2	-2	1	7	-3	5	Cc1ccc(S(=O)(=O)N2C(=O)CCC2C(=O)O/N=C(\N)c2ccc([N+](=O)[O-])cc2)cc1 (centres undefined)
11	1	-4	-1	-1	3	-8	12	-8	COc1ccc(OC(=O)CN2C(=O)C3C4CCC(C4)C3C2=O)cc1 (centres undefined)
-6	6	1	15	5	2	5	-2	4	CCn1c(O)c(/C=N/n2cnnc2)sc1=S

Next entries follow.
M1 antag	TAAR1 agonist	M1 ag	CHRM1 PAM	M5 ag	CHRM4 agonist	M5 PAM	CHRM5 antagonist	CHRM4 antagonist	Molecule
-13	-1	-2	10	-1	-1	4	1	11	Cc1c(C(=O)N2CCCC2)nnn1-c1nonc1N
-4	11	-2	5	0	1	-6	8	9	Cc1ccc(S(=O)(=O)N2CCN(S(=O)(=O)N3CCOCC3)CC2)c(C)c1
14	3	-1	-3	-5	-1	-3	4	7	Brc1cc(Br)c2nc3c(cc2c1)CCC3
-11	6	-6	-8	-6	0	-1	11	7	O=C1OCCC1Sc1nc(-c2ccccc2)cs1 (centres undefined)
-7	1	-6	9	-3	-1	-1	7	-13	CCC1(C)CC(c2nc(-c3ccc(OC)cc3)cs2)CCS1 (centres undefined)
9	0	-8	-2	-3	-1	-6	15	4	CCOC(=O)c1cc2occc2n1CC(=O)Nc1ccc(OC)cc1OC
-4	-1	-5	3	-3	0	-4	11	7	CCc1ccc(NC(=O)CCCNC(=O)Cn2cnc3sc(C)c(C)c3c2=O)cc1
-10	1	1	10	1	0	6	16	8	COc1ccccc1NC(=O)c1c(O)c2ccccc2[nH]c1=O
-10	/	-5	-1	-5	-3	1	-6	2	Cc1ccccc1CN1C(=O)C2(OCCCO2)c2ccccc21
-5	0	-2	3	-3	1	-4	12	-8	COc1ccc(NCc2nnc(-c3ccccc3)o2)cc1
-6	-2	0	6	-2	0	-3	6	0	CC(C)CN(CC(C)C)C(=O)CN1C(=O)NC2(CCc3ccccc3C2)C1=O (centres undefined)
20	-1	-9	-10	-6	0	1	5	7	CC1CCN(CCCCOc2ccccc2F)CC1
-13	13	-8	2	-2	6	1	-11	-21	COc1ccc(N2CCN(CCC(=O)c3ccc4ccccc4c3)CC2)cc1
-20	8	-4	7	-3	3	-4	1	0	Cc1ccc2nc(N(CCN(C)C)C(=O)c3ccc4c(c3)OCCO4)sc2c1
/	-2	/	/	1	1	-3	3	-7	COC(=O)[C@H](NC(=O)c1cc(-c2ccccc2)sc1N)C(C)C

Next structures follow:
M1 antag	TAAR1 agonist	M1 ag	CHRM1 PAM	M5 ag	CHRM4 agonist	M5 PAM	CHRM5 antagonist	CHRM4 antagonist	Molecule
-7	1	-1	-1	0	0	-3	3	9	CCCNC(=O)C1(C)CCCN(C(=O)c2sccc2C)C1 (centres undefined)
-7	-1	-2	1	0	0	0	6	11	O=C(Nc1ccccc1)C1CC2CCC1C2 (centres undefined)
3	17	0	6	-4	1	-5	13	-2	Cc1ccn(CC(=O)N2CCCC(Nc3ccc(F)c(F)c3)C2)n1 (centres undefined)
9	0	-8	-12	-6	2	-7	12	2	COc1ccc(C2c3ccc4ccccc4c3Oc3ncn(Cc4ccco4)c(=N)c32)cc1OC (centres undefined)
19	-1	-5	-19	-9	4	-1	-17	9	O=C(c1ccc([N+](=O)[O-])cc1)N(Cc1ccccc1)Cc1ccccc1
6	-1	-4	-1	-4	-1	-4	-2	10	COc1cc(OC)cc(-c2nc3ccccc3s2)c1
-16	2	-1	17	3	1	6	-2	-4	CC1CCCC(NC(=O)COC(=O)c2cccnc2Cl)C1C (centres undefined)
-10	0	0	12	2	5	12	-18	-4	COC(=O)c1cc(S(=O)(=O)N2CCCC(C)C2)cn1C (centres undefined)

A portion of the library. The share of hits here may be higher or lower than overall.
